Insulin prom up: insulin promoter activators in MIN6 cells, imaging, high-content screening, mouse beta cells; z-score at 5 µM; MIN6 insulin promoter-GFP reporter; stronger effect = higher value; AID 1625, 2009; 190,000 compounds, 0.3% hits;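 active means z-score above 3 at 5 µM with at least 500 cells counted in the well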
T cell modulator: modulators of CD8 T cell-vesicle binding, primary screen, mouse 2C CD8+ T cells, flow cytometry; 2C CD8+ T cell-vesicle binding; stronger effect = lower value; AID 2052, 2009; 330,000 compounds, 0.068% hits; calls only at 7 µM;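 active means response, share of CD8 T cells binding vesicles, and their 90th percentile fluorescence all below set limits, cut at about 80% in these data, passing the limit was not always enough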
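Incubation: binding step 1.5 h, 37 °C, antibody labelling 20 min, ice; system: murine 2C transgenic CD8+ T lymphocytes; technique: cytometric PE anti-B7-1 and Alexa647 anti-CD8 signals after 1% paraformaldehyde fixation; also added: QL9-charged Drosophila Ld/ICAM-1/B7-1 vesicles; control set: naked versus QL9-loaded vesicles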
ER stress rescue: rescue of cells from ER stress-induced death, primary screen, 384-well, CSM14.1, thapsigargin, ATP luminescence (AID 1222); CSM14.1 thapsigargin-induced death rescue, ATP luminescence; higher % means a stronger effect; one-dose cellular ATP content (survival), % at 20 µM; EC50 in µM for titrated hits; 190,000 tested, under 10 active;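 active means EC50 below 50 µM in the dose-response confirmation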;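 further: death triggered by thapsigargin at about 15 µM added after 2 h compound pretreatment; cell ATP read after overnight thapsigargin exposure of roughly 18 to 22 hours; normalized against plate controls of thapsigargin alone and 5% DMSO vehicle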
Dynein transport: inhibitors of GR-EGFP nuclear translocation, primary screen, dynein cargo transport inhibitor project, imaging, high-content, 3617.4 mouse cells | test concentration mostly 20 µM; stimulated with dexamethasone, 1 µM; stronger effect = lower value | z-score, hits read low | 220,000 compounds, 0.47% hits;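 active means plate z-score of nuclear minus cytoplasmic receptor signal below a set negative limit, without overly bright fluorescence or cell loss, cut at about -3.5 in these data, passing the limit was not always enough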;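 further: z-score of nuclear minus cytoplasmic ring GR-EGFP intensity difference per well; some compounds called inactive have numbers as strong as hits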
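Also added: dexamethasone, 1.0 µM final. Medium: tet-free, stripped-serum medium. Detection: fixed, Hoechst-stained cells imaged at 10x for EGFP. Read-out: nuclear-to-cytoplasmic GR-EGFP distribution per well. Times: induction 48 h, compound 1 h, agonist 30 min.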
Lipid droplet: inhibitors of hepatocyte lipid droplet formation, primary screen, imaging, high-throughput imaging, BODIPY stain | AML12 mouse hepatocytes, oleate lipid droplets | inhibition, % at 6.5 µM | 240,000 compounds, 0.4% hits | AID 1656, 2009;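 active means lipid droplet intensity inhibited by at least 50%, with more than 500 cells counted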
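Assay system: AML12 hepatocytes (mouse) / Also added: 100 µM oleic acid challenge / Times: overnight treatment with compound plus oleate / Detection: high-content imaging of BODIPY-stained droplets and DAPI nuclei / Evaluation: % inhibition of lipid droplet signal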
MT stabilizer: microtubule stabilizers in HeLa cells, primary screen, imaging, high-content imaging; HeLa tubulin immunostaining HCS, 24 h; share of cells brighter than vehicle mean+2SD; % tubulin-high responders, % at 10 µM; 200,000 compounds, 0.83% hits;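 active means plate Z-score above 3 for both tubulin-high and condensed-nucleus cell shares, with cell loss under 80%, at 10 µM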;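 further: anti alpha tubulin signal scored within the nucleus-defined area of each cell; some results filed as inactive read as strong as hits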
PhoP inhibition: inhibitors of PhoP regulon expression, primary screen, Salmonella Typhimurium, GFP reporter (AID 1863) | S. Typhimurium PhoP-regulated promoter GFP reporter, 4 h; higher % means a stronger effect | inhibition, % at 50 µM, or IC50 in µM where a hit was titrated | 300,000 compounds, 0.16% hits;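 active means inhibition over 29.93%, a cutoff 3 SD above the screen mean, later confirmed by dose response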;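 further: 0% = low Mg2+ inducing control and 100% = high Mg2+ repressing control; strong numbers were not always called active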
Autophagy HCS: autophagy modulators in MEF cells, primary screen, imaging, high-content, MEF GFP-LC3; MEF GFP-LC3 puncta imaging; test concentration mostly 10 µM; AID 463193, 2010; calls only at 10 µM (by protocol); 190,000 compounds, 0.98% hits;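 active means percentage of spot-positive cells more than 3 SD above its plate mean, without a fluorescence outlier flag or 80% toxicity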;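 further: spot-positive cell cutoff set from DMSO-treated cells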
bCat nuc transl: modulators of beta-catenin nuclear translocation, primary screen, imaging, HeLa cells, immunofluorescence, high-content | nuclear translocation activity, % at 5 µM | 190,000 compounds, 0.3% hits | AID 1665, 2009;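 active means nuclear translocation activity above 50% at 5 µM, with a well cell count of 50 or more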;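 further: per-cell ratio of nuclear to cytoplasmic median beta-catenin stain intensity; plate controls were DMSO negative control for no effect and GSK-3 inhibitor IX positive control for full effect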
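Test system: human HeLa cells, native beta-catenin. Compound dosing: 5 µM primary single dose, 0.1% DMSO, 0.02–20 µM confirmation series. Incubation: compound exposure 24 h at 37°C. Detection: beta-catenin immunostaining with DAPI counterstain, 20x imaging, 6 fields/well. Read-out basis: Nuclear/cytoplasmic beta-catenin signal ratio, % activation.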
Dynein transport cytoplasmic EGFP: second read-out of Dynein transport, no call of its own (marks repeat the call); z-score; measured here: cytoplasmic GR-EGFP intensity; stronger effect = higher value
Dynein transport nuclear GR-EGFP: second read-out of Dynein transport, no call of its own (marks repeat the call); z-score; measured here: nuclear GR-EGFP intensity;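 lower value marks the stronger effect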
Dynein transport cell count: recorded beside Dynein transport, whose call it bears; z-score; measured here: cell count per field
Insulin prom up cell count: further read-out of Insulin prom up, marked with its call; cell count; measured here: cytotoxicity, nuclei count;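 total cells summed across four imaged fields per well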
Lipid droplet cells 6.5 µM: further read-out of Lipid droplet, marked with its call; cell count; measured here: cell count, cytotoxicity flag;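 cells counted across two imaged fields per well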
bCat nuc transl cell count 5 µM: second read-out of bCat nuc transl, no call of its own (marks repeat the call); cell count; measured here: cell count, cytotoxicity flag
T cell modulator vesicle-bound %: also measured in T cell modulator; calls as there; double positive events, %; measured here: CD8+ vesicle-bound cell fraction;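 binding gate set so that unloaded-vesicle control wells show 10% double positive cells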
MT stabilizer Hoechst-high %: recorded beside MT stabilizer, whose call it bears; % Hoechst-high responders; measured here: nuclear condensation Hoechst responders;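 share of cells brighter than vehicle mean plus two SD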
MT stabilizer cytotoxicity %: also measured in MT stabilizer; calls as there; toxicity, %; measured here: cytotoxicity by cell density;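 0% = mean cell density of plate MIN control wells and 100% = no cells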
Autophagy HCS cell loss 18 h: also measured in Autophagy HCS; calls as there; toxicity, %; measured here: cell loss, nuclei count;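 cell loss after 18 h compound exposure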
Active calls of the source: *; i = inactive; · = not tested or not shown.

SMILES	Insulin prom up	Insulin prom up cell count	T cell modulator	T cell modulator vesicle-bound %	ER stress rescue	Dynein transport	Dynein transport cytoplasmic EGFP	Dynein transport nuclear GR-EGFP	Dynein transport cell count	Lipid droplet	Lipid droplet cells 6.5 µM	MT stabilizer	MT stabilizer Hoechst-high %	MT stabilizer cytotoxicity %	PhoP inhibition	Autophagy HCS	Autophagy HCS cell loss 18 h	bCat nuc transl	bCat nuc transl cell count 5 µM
O=C(O)c1ccc(-c2cccc(Cl)c2)o1	·	·	i	36.4	·	-0.123	-0.261	-0.0799	0.913	·	·	3.5	1.8	7.3	·	i	13.7	·	·
CCN(CC)CCN(C(=O)CCOc1ccccc1)c1nc2ccc(F)cc2s1	0.2	1268	i	14.4	1.0%	-0.0741	-0.276	-0.0598	0.332	-7.0	702	1.8	1.6	9.0	-0.9%	i	13.6	-0.7	1078
CCC(CC)C(=O)NCCc1cc2c(OC)ccc(OC)c2[nH]c1=O	0.26	1649	i	31.3	1.2%	0.436	-0.338	0.318	0.13	·	·	5.1	4.4	3.5	3.4%	i	15.9	2.2	1236
Cc1nc(=S)n(-c2ccccc2)[nH]1	·	·	i	33.8	-3.3%	-0.803	-0.29	-0.959	0.213	-5.8	627	3.2	1.3	0.5	16.8%	i	2.5	0.3	993
Fc1ccccc1N1CCN(C(c2ccncc2)c2nnnn2C2CCCC2)CC1 (stereo unspecified)	-0.43	1317	i	35.9	3.8%	3.34	-0.0244	2.03	-1.55	·	·	2.5	2.5	16.8	-17.0%	i	23.5	-9.7	1073
O=[N+]([O-])c1cc(CN2CCCC2)c2cccnc2c1O	0.51	1276	i	26.6	-2.9%	-0.429	-0.232	-0.0648	0.323	-6.6	737	3.7	2.4	3.6	71.5µM*	i	-7.3	-0.6	969
COCCn1c(SCC(=O)Nc2ccc(S(=O)(=O)N3CCOCC3)cc2)nc2ccccc21	·	·	i	46.5	1.3%	-0.625	-0.333	-0.494	0.625	·	·	2.9	2.1	1.6	-6.2%	i	28.5	·	·
CCCNC(=O)c1ccccc1NS(=O)(=O)c1ccc(OC)c(OC)c1	0.78	1317	i	32.3	-1.7%	-0.999	-0.209	-0.298	0.101	-2.4	717	1.8	2.5	3.0	4.8%	i	-1.0	0.8	1000
O=c1c2sccc2nc(SCc2cc(=O)n3cc(Br)ccc3n2)n1Cc1ccccn1	0.05	1251	i	32.7	-3.4%	1.48	-0.305	0.769	-0.0945	9.2	696	1.5	1.6	0.4	0.9%	i	-0.5	0.7	1123
COc1ccc(OC)c(-n2c(=S)[nH]c3cc(C(=O)N4CCCCC4)ccc3c2=O)c1	-0.47	1269	i	46.9	-0.7%	-1.09	-0.3	-0.586	0.789	2.0	676	3.9	1.1	4.9	-3.9%	i	11.3	-2.9	1103
COC(=O)c1sc2nc[nH]c(=O)c2c1C	-0.61	889	i	53.3	6.9%	1.37	0.0217	1.43	0.503	-5.8	788	2.6	1.4	1.0	6.1%	i	-6.3	3.2	1082
O=C(O)Cc1c[nH]c2cccc(O)c12	-0.51	1303	i	21.2	1.3%	0.443	-0.269	0.415	-0.439	13.5	717	1.1	1.5	2.0	1.4%	i	1.6	2.8	956
CC(C)=CCN1CCN(Cc2cccc3c2OCO3)CC1CCO (stereo unspecified)	-0.63	1512	i	10.0	1.0%	-0.413	-0.287	-0.399	0.796	18.5	747	2.2	1.5	2.2	7.0%	i	27.6	-0.5	1008
Cc1cc(C)nc(-n2nc(C)cc2NC(=O)CN2CCC(C)CC2)n1	-0.69	1142	i	27.6	-1.6%	1.31	-0.248	0.692	-1.02	·	·	4.8	5.7	10.0	3.1%	i	-7.7	0.4	1123
Cc1ccccc1-c1nnc(SCC(=O)N(CC(C)C)c2c(N)n(CC(C)C)c(=O)[nH]c2=O)n1C	-0.85	1340	i	21.6	·	-1.39	-0.056	-0.679	0.766	-4.7	752	·	·	·	-12.0%	·	·	-2.5	1204
Cc1ccc(-n2ncc(-c3nnc(SCC(=O)NC4CCCC4)o3)c2N)cc1C	0.32	1265	i	30.7	2.7%	0.00828	-0.243	0.652	0.044	·	·	3.2	1.2	4.3	7.3%	i	27.6	-4.8	1037
CC1(C)CC(=O)C2=C(C1)Nc1ccccc1[S@]2=O	-0.17	1064	i	11.0	·	-0.71	-0.231	-0.315	0.703	20.9	732	·	·	·	-4.6%	·	·	-0.2	1355
Cc1cc(=O)[nH]c2ccccc12	-0.38	1568	i	46.5	-0.1%	-0.509	-0.19	-0.357	-0.0441	·	·	2.8	2.5	0.4	2.3%	i	4.9	3.7	939
Cc1ccc(/C=N/NC(=O)C2(O)c3ccccc3-c3ccccc32)o1	0.68	1363	i	41.2	-1.7%	-0.0693	-0.321	-0.178	-0.0195	3.5	690	2.1	4.3	11.1	8.5%	i	-5.2	2.4	504
O=C(c1ccc(S(=O)(=O)N2CCCC2)cc1)N1CCCc2ccccc21	-0.01	1250	i	27.8	1.6%	-0.0255	-0.211	0.174	0.059	·	·	1.6	1.5	9.9	11.5%	i	3.0	-8.2	976
Cc1ccc(C2(c3noc(CN4C[C@@H](C)O[C@@H](C)C4)n3)CCCC2)cc1	-0.44	1372	i	39.3	-1.9%	0.24	-0.288	0.0535	0.504	-2.3	603	2.0	1.9	3.9	4.2%	i	-24.5	0.8	1167
O=C(NC1CCCCC1)c1cccc(Cn2cc(Cl)cn2)c1	·	·	i	21.6	0.2%	0.79	-0.208	0.25	-0.0908	11.5	806	0.9	1.2	8.0	-11.6%	i	13.7	7.2	1080
O=C1CCc2ccccc2N1	0.26	1464	i	33.5	·	-0.0363	-0.205	-0.112	0.578	1.0	721	·	·	·	-5.6%	·	·	-0.7	1077
Cc1c(NC(=O)Nc2ccc(Cl)cc2Cl)c(=O)n(-c2ccccc2)n1C	·	·	i	48.5	-0.3%	-0.88	-0.306	-0.482	2.1	-19.1	669	5.0	1.7	10.7	-0.1%	i	-4.7	-4.6	1141
N#Cc1ccsc1NC(=O)CN1CCOCC1	0.25	1467	i	24.1	·	0.444	-0.184	0.121	0.255	-9.4	717	·	·	·	-8.4%	·	·	-0.4	1185
COc1ccc(CCNC(=O)CC2Nc3ccccc3NC2=O)cc1OC (stereo unspecified)	0.95	1345	i	21.0	-1.1%	-0.223	-0.00233	0.17	0.29	·	·	3.4	2.7	9.6	-1.1%	i	0.7	0.2	1414
Cc1ccc(SCCC(=O)N/N=C/c2ccccc2O)cc1	0.65	1503	i	48.6	-1.5%	-0.769	-0.261	-0.597	0.552	2.1	700	2.8	2.8	5.1	-8.3%	i	-3.3	2.2	964
CCOc1c(Cl)cc(C(=O)Nc2ccccc2C(=O)O)cc1Cl	0.7	1519	i	47.1	-2.3%	0.989	-0.199	0.297	-0.539	·	·	1.6	1.8	9.1	-8.0%	i	1.2	-3.7	1342
Cn1cc(Cl)c(C(=O)Nc2cnn(Cc3ccc(F)cc3)c2)n1	0.1	1144	i	4.4	1.0%	0.0666	-0.319	-0.349	0.411	-2.7	684	5.7	1.6	5.0	-2.2%	i	-9.2	0.9	562
O=C(NC1CC1)C1CCN(C2CCN(C(=O)/C=C/c3cccc(F)c3F)CC2)CC1	0.82	1419	i	22.2	1.9%	-0.172	-0.274	0.285	1.05	-0.7	736	2.6	1.0	8.9	·	i	-23.9	0.5	938
COc1ccc(N(C)S(=O)(=O)c2cccc(C(=O)Nc3ccc4c(c3)OCCO4)c2)cc1	-1.23	1509	i	56.4	-0.3%	-0.0933	0.298	-0.29	0.511	0.6	690	2.2	2.1	8.8	1.9%	i	4.3	0.4	1065
CCCN(CCC)C(=O)Nc1cc(Cl)ccc1OC	0.37	1219	i	30.0	·	0.124	-0.261	-0.0212	0.883	-9.7	639	·	·	·	-12.3%	·	·	0.3	1315
O=C(OCC#CCSc1nc2ccccc2o1)c1ccco1	0.44	1200	i	29.3	·	-0.901	-0.282	-0.483	0.117	-26.5	647	2.7	1.9	3.2	6.4%	i	-13.4	·	·
O=C(/C=C/c1ccc([N+](=O)[O-])cc1)NCCOc1ccc(F)cc1	0.21	1175	i	27.8	0.9%	0.847	-0.0014	0.705	0.185	-0.5	718	5.0	1.6	10.5	-7.7%	i	0.7	-0.5	1045
CC(=O)C1=C(O)C(=O)N(Cc2ccco2)C1c1ccccc1 (stereo unspecified)	0.14	1198	i	42.3	-1.5%	-0.199	-0.236	0.118	0.616	·	·	1.5	3.5	9.5	-6.9%	i	-16.8	-5.6	867
